Neddyl block – blocks human cullin neddylation | P61081+Q13564 | TR-FRET cullin neddylation, biochemical | calls only at 25 µM | actives 0.58% (n = 360,000) | AID 651699; in the data active means inhibition above about 36%
Target sequence (P61081 whole entry, looked up): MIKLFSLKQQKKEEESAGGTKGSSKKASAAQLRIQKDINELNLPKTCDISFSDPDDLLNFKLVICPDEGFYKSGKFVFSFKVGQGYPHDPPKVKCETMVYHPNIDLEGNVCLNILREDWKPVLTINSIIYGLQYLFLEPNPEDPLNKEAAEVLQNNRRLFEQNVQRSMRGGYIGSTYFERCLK
Target sequence (Q13564 whole entry, looked up): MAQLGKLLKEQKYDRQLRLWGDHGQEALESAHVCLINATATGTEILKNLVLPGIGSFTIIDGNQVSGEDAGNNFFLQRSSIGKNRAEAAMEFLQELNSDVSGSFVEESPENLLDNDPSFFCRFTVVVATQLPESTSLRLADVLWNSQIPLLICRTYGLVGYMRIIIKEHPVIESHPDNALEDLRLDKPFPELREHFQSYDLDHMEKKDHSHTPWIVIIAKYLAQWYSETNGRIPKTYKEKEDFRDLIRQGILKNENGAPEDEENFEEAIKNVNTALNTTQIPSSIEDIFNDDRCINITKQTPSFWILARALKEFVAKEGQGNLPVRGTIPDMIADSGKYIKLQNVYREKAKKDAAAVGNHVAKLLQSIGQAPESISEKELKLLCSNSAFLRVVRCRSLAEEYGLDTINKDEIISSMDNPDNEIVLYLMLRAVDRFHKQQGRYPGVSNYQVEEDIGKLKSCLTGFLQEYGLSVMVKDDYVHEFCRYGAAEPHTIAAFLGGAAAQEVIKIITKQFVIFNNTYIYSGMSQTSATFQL
SKN-1 inh – inhibitors of C. elegans SKN-1 | C. elegans VP596 Pgst-4::GFP/RFP ratio, acrylamide-induced, 24 h | inhibition, % at 21.8 µM | actives 0.49% (n = 360,000);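 active means interference check ratio from 0.5 to 1.5 plus GFP to RFP signal ratio inhibition reaching or exceeding a fixed threshold, cut at about 30% in these data, passing the limit was not always enough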; further: some compounds called inactive have numbers as strong as hits
Rin1-Abl PPI inh – blocks binding of human Rin1 to Abl. TR-FRET Rin1/Abl binding, biochemical. P00519+Q13671. inhibition, % at 7.35 µM. actives 0.4% (n = 360,000); in the data active means inhibition above about 5%, passing the limit was not always enough
MT1-MMP act inh – MT1-MMP (human) activation inhibition; P50281; HT1080 RFP-PRO-GFP cells, GFP/RFP ratio fluorescence, overnight; percent of plate control window, DMSO zero; GFP/RFP ratio change, % at 20 µM; actives 0.061% (n = 360,000); AID 651647;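 active means GFP/RFP ratio change of at least 30% with cell ATP level not reduced by more than half and red fluorescence within 50% of control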; further: strong numbers were not always called active
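Read-out: GFP/RFP fluorescence ratio; Test system: RFP-PRO-GFP reporter HT1080 cells; Compound dosing: single-point 20 µM compound, 1% DMSO; Times: overnight compound exposure at 37 °C.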
MsrA inh – inhibitors of bovine MsrA; purified bovine MsrA, absorbance read-out; inhibition, % at 15.5 µM; actives 0.75% (n = 360,000); AID 651718; in the data active means inhibition above about 4.5%;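 further: 0% = vehicle wells with enzyme and 100% = reference inhibitor wells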
bovine MsrA act – activators of bovine methionine sulfoxide reductase A | actives 0.3% (n = 360,000) | activation, % at 10.6 µM | purified bovine MsrA, absorbance read-out; in the data active means activation above about 7.5%;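 further: 0% = vehicle and 100% = reference activator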
NRP1-CendR mod – alters CendR peptide binding to human NRP-1 | O14786 | FAM-RPARPAR peptide binding to NRP-1, fluorescence polarization | inhibition, % at 25 µM | actives 0.85% (n = 360,000) | AID 602438;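 active means inhibition or corrected inhibition above about 18%, plus a signal ratio from 0.5 to 1.5, limit read from the data, passing the limit was not always enough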; further: strong numbers were not always called active
FAS TE block – inhibitors of human fatty acid synthase thioesterase domain; actives 0.67% (n = 360,000); AID 602261; recombinant FAS-TE, OMFH fluorogenic substrate, fluorescence endpoint; inhibition, % at 15 µM;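 active means compounds whose normalised, plate-corrected inhibition of enzyme fluorescence in the single-dose primary screen is 50% or more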;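 further: 0% = DMSO with enzyme and 100% = substrate without enzyme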
E coli Lon inh – inhibits E. coli Lon protease; P0A9M0; inhibition, % at 7.94 µM; purified E. coli Lon protease, fluorescence polarization; actives 0.42% (n = 360,000); in the data active means inhibition above about 13%, passing the limit was not always enough;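 further: 0% = enzyme with probe and DMSO and 100% = no enzyme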
The depositor's hits bear a star; i = inactive; . = not tested or not shown.

Assay codes – A = Neddyl block; B = SKN-1 inh; C = Rin1-Abl PPI inh; D = MT1-MMP act inh; E = MsrA inh; F = bovine MsrA act; G = NRP1-CendR mod; H = FAS TE block; I = E coli Lon inh
> O=c1[nH]cnc2c([N+](=O)[O-])cccc12
  A: i | B: -4 | C: -1 | D: -1 | E: 0.6 | F: 1 | G: 4 | H: -3 | I: 7
> CC(OC(=O)c1c2c(nc3ccccc13)/C(=C\c1ccc3c(c1)OCO3)CCC2)C(=O)Nc1ccc(S(N)(=O)=O)cc1 (centres undefined)
  A: i | B: 14 | C: -1 | D: -103 | E: . | F: -4 | G: 135 | H: -98 | I: 77*
> O=C(COc1ccccc1)N=C1SC2CS(=O)(=O)CC2N1c1ccccc1F (centres undefined)
  A: i | B: 21 | C: 0 | D: -1 | E: -0.6 | F: -3 | G: 12 | H: 1 | I: 1
> CCOCCCNC(=O)c1cc2c(=O)n3ccccc3nc2s1
  A: . | B: -10 | C: -5 | D: -2 | E: 2.8 | F: -4 | G: -4 | H: -4 | I: -4
> COc1ccc(/C=C/C(=O)O)cc1S(=O)(=O)NC1CCS(=O)(=O)C1 (centres undefined)
  A: i | B: 2 | C: 0 | D: -1 | E: -0.4 | F: -2 | G: 5 | H: -1 | I: -3
> COC(=O)[C@@]1(Cc2ccccc2)[C@H]2C(=O)N(C)C(=O)[C@H]2[C@H]2CN=C(SCC(=O)c3ccccc3)N21
  A: i | B: 7 | C: -5 | D: 2 | E: 0.9 | F: -1 | G: 13 | H: -5 | I: 0
> COc1ccccc1-c1nnc(SCC(=O)NCc2cccs2)n1N
  A: i | B: -5 | C: 1 | D: -1 | E: -0.6 | F: -1 | G: 14 | H: -4 | I: 1
> CCOC(=O)c1c(-c2ccccc2)oc2ccc(OCC(N)=O)cc12
  A: i | B: 14 | C: -1 | D: -2 | E: -0.8 | F: -2 | G: 10 | H: 3 | I: -8
> O=C(NCCCN1CCOCC1)c1cc(-c2ccc(Br)cc2)on1
  A: i | B: 6 | C: 2 | D: -3 | E: 0.1 | F: -1 | G: -8 | H: -4 | I: 0
> CCCCCC(=O)Nc1cccc(C2=NOC3(C2)C[C@@H](C(N)=O)N(C(=O)c2ccc(Cl)cc2)C3)c1 (some centres undefined)
  A: i | B: 17 | C: 0 | D: -3 | E: 0.7 | F: -3 | G: 10 | H: 0 | I: -6

Another view of part of the listing above:
| Structure | Neddyl block | SKN-1 inh | Rin1-Abl PPI inh | MT1-MMP act inh | MsrA inh | bovine MsrA act | NRP1-CendR mod | FAS TE block | E coli Lon inh |
| --- | --- | --- | --- | --- | --- | --- | --- | --- | --- |
| CCOC(=O)c1c(-c2ccccc2)oc2ccc(OCC(N)=O)cc12 | i | 14 | -1 | -2 | -0.8 | -2 | 10 | 3 | -8 |
| O=C(NCCCN1CCOCC1)c1cc(-c2ccc(Br)cc2)on1 | i | 6 | 2 | -3 | 0.1 | -1 | -8 | -4 | 0 |

(further entries)
Assay codes – A = Neddyl block; B = SKN-1 inh; C = Rin1-Abl PPI inh; D = MT1-MMP act inh; E = MsrA inh; F = bovine MsrA act; G = NRP1-CendR mod; H = FAS TE block; I = E coli Lon inh
> COc1ccc(-c2noc(CCCC(=O)NCC3CCCO3)n2)cc1 (centres undefined)
  A: i | B: 3 | C: 4 | D: -5 | E: 0.9 | F: -2 | G: -3 | H: -1 | I: -4
> COc1ccc(/C=C/C(=O)c2cc3c(cc2N)OCO3)cc1
  A: i | B: 19 | C: -3 | D: 5 | E: 0.8 | F: -1 | G: 8 | H: 11 | I: -6
> C/C(=N/Oc1nc(C)cc(C)n1)c1ccc(Cl)cc1Cl
  A: i | B: 10 | C: 0 | D: 6 | E: -1.1 | F: 2 | G: 4 | H: -5 | I: -8
> CCOC(=O)Cc1csc(NC(=S)NC(=O)c2ccccc2)n1
  A: i | B: -2 | C: 2 | D: 0 | E: 1.5 | F: -4 | G: 3 | H: 2 | I: 1
> O=Cc1cc([N+](=O)[O-])ccc1N1CCN(Cc2ccc3c(c2)OCO3)CC1
  A: i | B: -8 | C: 2 | D: 7 | E: 2.0 | F: 0 | G: 4 | H: 19 | I: 5
> CCCCCn1c(=S)[nH]c2cc(C(=O)N3CCCC3)ccc2c1=O
  A: i | B: -1 | C: 3 | D: 6 | E: -0.3 | F: -4 | G: -10 | H: -3 | I: -2
> Cc1ccc(S(=O)(=O)c2c(C(=O)c3ccccc3)cnc3cc4c(cc23)OCCO4)cc1
  A: i | B: 35 | C: 1 | D: -1 | E: 1.1 | F: -3 | G: 6 | H: 70* | I: 0
> O=C1CSC(c2ccccc2[N+](=O)[O-])N1c1ccccc1 (centres undefined)
  A: i | B: 11 | C: -2 | D: 5 | E: 0.6 | F: -4 | G: -1 | H: -3 | I: -2
> CCN(CC)C(=O)c1ccc2c(c1)N(Cc1ccccc1)C(=O)CS2=O (centres undefined)
  A: i | B: 4 | C: 0 | D: 0 | E: -1.1 | F: -3 | G: -4 | H: -2 | I: -4
> Cn1nc(-c2ccc(Cl)cc2)c2cc(C(=O)N3CCN(c4ccccn4)CC3)sc21
  A: i | B: 5 | C: 0 | D: -9 | E: . | F: 0 | G: -2 | H: 34 | I: 0
> Cc1cccc2nc(-c3ccccc3)nc(N[C@@H](CO)c3ccccc3)c12
  A: i | B: 11 | C: -2 | D: -1 | E: 0.1 | F: -4 | G: 12 | H: 23 | I: -2
> O=[N+]([O-])c1ccc(-c2ccc(/C=N/Nc3nc(N4CCCCC4)nc(N4CCCCC4)n3)o2)cc1
  A: i | B: 18 | C: -2 | D: -69 | E: -2.1 | F: -4 | G: -15 | H: -52 | I: -4
> Clc1ccc(/C=N/Nc2nnc(-c3ncc[nH]3)c3ccccc23)cc1
  A: i | B: 5 | C: -2 | D: 10 | E: 0.4 | F: -3 | G: -8 | H: 8 | I: -7
> O=C(NCCc1ccccc1)C1c2ccccc2C(=O)N1C1CC1 (centres undefined)
  A: i | B: -1 | C: -3 | D: -2 | E: 0.8 | F: -9 | G: -5 | H: -8 | I: -5
> C[C@H](CO)N1C[C@H](C)[C@@H](CN(C)S(=O)(=O)c2ccc(F)cc2)Oc2ccc(NS(=O)(=O)c3ccc(F)cc3)cc2C1=O
  A: i | B: -10 | C: 0 | D: 3 | E: -0.7 | F: 1 | G: 5 | H: -4 | I: 6
> CCCc1nc(SCc2ccccn2)c2c(=O)n(C)c(=O)n(C)c2n1
  A: i | B: 12 | C: -2 | D: -1 | E: 11* | F: -3 | G: 3 | H: 5 | I: -5
> Cc1ccc(/C=N/N2C(=O)c3ccccc3NC2c2ccc(C)cc2)cc1 (centres undefined)
  A: i | B: 5 | C: -2 | D: 0 | E: 0.6 | F: -7 | G: -19 | H: 23 | I: -13
> CS(=O)(=O)N1CCC(Oc2ccccc2C(=O)N2CCN(CC3CC3)CC2)CC1
  A: i | B: 2 | C: 2 | D: -1 | E: -0.6 | F: -1 | G: -7 | H: -3 | I: -5
> CS(=O)(=O)N(CC(=O)NCCSCc1c(F)cccc1Cl)c1cccc([N+](=O)[O-])c1
  A: i | B: 1 | C: 1 | D: 3 | E: 0.2 | F: -14 | G: -10 | H: -3 | I: 4
> CCCC(=O)OCC(=O)NC1CCCc2ccccc21 (centres undefined)
  A: i | B: -7 | C: -2 | D: 1 | E: -0.9 | F: -1 | G: -10 | H: -3 | I: 12
> O=C(Cc1cccc(NC(=O)C2CCCN(C(=O)c3ccccc3)C2)c1)Nc1ccc(C(=O)N2CCCCC2)cc1 (centres undefined)
  A: i | B: 1 | C: 4 | D: 3 | E: -1.4 | F: -3 | G: 2 | H: -6 | I: 4
> COc1cc2c(cc1OC)/C(=C/C#N)NC(C)(C)C2
  A: . | B: 14 | C: -2 | D: 9 | E: 0.0 | F: 2 | G: -8 | H: -7 | I: -4
> Cc1cc2c(cc1C)/C(=C\C(N)=O)NC(C)(C)C2
  A: i | B: 8 | C: 2 | D: -5 | E: 1.7 | F: -3 | G: -4 | H: -6 | I: -2
> Cc1cc(Cl)ccc1NC(=S)N1CCN(C(=O)C2CCCO2)CC1 (centres undefined)
  A: i | B: -7 | C: 4 | D: -2 | E: 0.8 | F: -3 | G: -21 | H: -15 | I: 2
> COc1ccc(C(=O)OCC(=O)C(C)(C)C)cc1S(=O)(=O)N(C)CCc1cccnc1
  A: i | B: -7 | C: -1 | D: 6 | E: -0.4 | F: -3 | G: 6 | H: -3 | I: -5
> CCOC(=O)c1ccc(NC(=O)c2ncn3c2C(=O)NC[C@@H]3C)cc1
  A: i | B: 9 | C: 0 | D: 0 | E: 0.1 | F: 1 | G: -2 | H: 0 | I: 3
> CCOc1cc(/C=N/NC(=O)c2ccncc2)ccc1OC(=O)c1ccco1
  A: i | B: -9 | C: -2 | D: -3 | E: 0.6 | F: -3 | G: -12 | H: 1 | I: -2
> COc1ccc(NC(=O)c2cc(C3CCCCN3C(=O)c3cccs3)on2)c(C)c1 (centres undefined)
  A: i | B: 4 | C: -2 | D: 0 | E: 0.3 | F: -2 | G: 3 | H: 4 | I: -10
> COc1cc(/C=N/N2C(=O)CSC2=S)cc(Br)c1O
  A: i | B: 43* | C: -3 | D: -43 | E: 2.9 | F: -4 | G: -249 | H: -3 | I: -88
> Cc1cc(C)cc(OCC(=O)Nc2ccc3c(c2)C(=O)c2ccccc2C3=O)c1
  A: i | B: 6 | C: 2 | D: -1 | E: 1.0 | F: -3 | G: -4 | H: 6 | I: 0
> CC(=O)c1c(C)n([O-])c2ccccc2[n+]1=O
  A: i | B: 37* | C: -2 | D: -2 | E: 2.8 | F: 0 | G: 0 | H: -5 | I: -2
> Nc1nc(CN2CCN(c3ccccn3)CC2)nc(Nc2ccc(Cl)cc2)n1
  A: i | B: 4 | C: 1 | D: 5 | E: -1.0 | F: -2 | G: -2 | H: 3 | I: -4
> CCc1ccccc1S(=O)(=O)Cc1ccc(C(=O)N2CCN(c3ccccn3)CC2)o1
  A: i | B: -16 | C: -1 | D: -2 | E: -1.3 | F: -8 | G: -5 | H: 0 | I: 2
> CN(C)CCCN(Cc1cc2cc3c(cc2[nH]c1=O)OCCO3)C(=O)NC1CCCCC1
  A: i | B: 8 | C: -2 | D: -13 | E: 3.1 | F: -5 | G: -3 | H: -3 | I: -14
> CC(Sc1n[nH]c(N)n1)C(=O)C12CC3CC(CC(C3)C1)C2 (centres undefined)
  A: i | B: 0 | C: 0 | D: -6 | E: 0.7 | F: 1 | G: 16 | H: -24 | I: 11
> Cc1ccc(S(=O)(=O)c2nc(-c3ccccc3Cl)oc2NCCCN2CCOCC2)cc1
  A: i | B: 14 | C: 0 | D: -1 | E: -0.5 | F: -5 | G: -4 | H: 12 | I: 2
> CCc1nc(SCC(=O)NCC2CCCO2)c2c(=O)n(C)c(=O)n(C)c2n1 (centres undefined)
  A: i | B: 9 | C: 1 | D: -5 | E: 0.8 | F: -3 | G: 10 | H: -4 | I: -5
> O=S(=O)(c1cccc(-c2nnc(SC(F)F)n2-c2ccccc2)c1)N1CCCCC1
  A: i | B: 11 | C: -1 | D: 1 | E: 0.9 | F: 7 | G: 7 | H: 5 | I: -7
> CC(/C=N/NC(=O)CNc1n[nH]c(=O)[nH]c1=O)c1ccccc1 (centres undefined)
  A: i | B: -1 | C: -2 | D: -4 | E: -0.5 | F: -3 | G: 13 | H: -9 | I: 8
> CN(C)c1ccc(NC(=O)CN2CCC(NC(=O)C3CCCCC3)CC2)cc1
  A: i | B: 10 | C: 4 | D: -1 | E: 0.3 | F: -1 | G: 11 | H: -1 | I: -10
> O=C(Nc1cc(C(F)(F)F)ccc1Cl)C(Sc1n[nH]c(=O)[nH]c1=O)c1ccccc1 (centres undefined)
  A: i | B: -8 | C: -4 | D: 10 | E: 0.3 | F: -2 | G: -7 | H: 11 | I: -7
> O=C(NCCc1ccc(C(F)(F)F)cc1)C1CCC(=O)N(C2CC2)C1 (centres undefined)
  A: i | B: 5 | C: -2 | D: 1 | E: 0.1 | F: -2 | G: 2 | H: -3 | I: 1

Entries above shown as hits in MsrA inh:
structure	Neddyl block	SKN-1 inh	Rin1-Abl PPI inh	MT1-MMP act inh	MsrA inh	bovine MsrA act	NRP1-CendR mod	E coli Lon inh
CCCc1nc(SCc2ccccn2)c2c(=O)n(C)c(=O)n(C)c2n1	i	12	-2	-1	11*	-3	3	-5
